# Compound activity: PubChem, several laboratories
# MBD2 inh: MBD2-methylated oligo binding inhibition. Q9UBB5. TR-FRET, MBD2 binding to methylated oligonucleotide. inhibition, % at 4.4 µM. 370,000 compounds, 0.31% hits; in the data active = inhibition above about 13%
# Target sequence (Q9UBB5 whole entry, looked up): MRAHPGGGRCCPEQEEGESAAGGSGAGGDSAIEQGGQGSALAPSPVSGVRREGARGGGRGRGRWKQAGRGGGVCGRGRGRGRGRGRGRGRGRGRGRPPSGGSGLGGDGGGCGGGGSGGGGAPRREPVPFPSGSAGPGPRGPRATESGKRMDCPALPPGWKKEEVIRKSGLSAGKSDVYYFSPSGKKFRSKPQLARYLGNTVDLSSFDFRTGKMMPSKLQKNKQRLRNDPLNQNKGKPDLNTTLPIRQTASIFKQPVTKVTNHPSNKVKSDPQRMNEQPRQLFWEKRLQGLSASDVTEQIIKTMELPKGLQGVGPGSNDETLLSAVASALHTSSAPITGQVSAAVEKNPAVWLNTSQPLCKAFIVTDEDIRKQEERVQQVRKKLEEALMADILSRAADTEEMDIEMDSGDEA
# LEDGF integ inh: blocks HIV-1 LEDGF/p75-dependent DNA integration; TR-FRET IN-LEDGF/p75 DNA integration, Eu/Cy5; inhibition, % at 3.7 µM; 370,000 compounds, 0.64% hits; AID 743269;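 active = inhibition above the screen-wide mean plus 3 SD, cut at about 13% in these data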;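 note: signal is the Cy5 over europium emission ratio at 671 and 618 nm; 0% = plate median of compound wells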
# mABHD4 FP: inhibitors of mouse ABHD4; Q8VD66; purified mABHD4, FP-Rh probe fluorescence polarization; inhibition, % at 8.92 µM; 370,000 compounds, 0.54% hits; AID 720543;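 active = inhibition exceeding the mean over every tested compound plus 3 SD, cut at about 30% in these data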;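 note: 0% = plate median of compound wells and 100% = S159A mutant with DMSO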
#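 Assay system: Wild-type mouse ABHD4 protein | Medium: HEPES pH 7.0 buffer, 150 mM NaCl, 0.01% Pluronic F-127 | Incubation: Enzyme–compound pre-incubation 45 min, then probe 60 min, both 25 °C | Technique: Fluorescence polarization with parallel and perpendicular emission, 525/598 nm | Evaluation: % inhibition of FP-Rh probe binding versus controls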
# SIAE primary: blocks human sialic acid acetylesterase; Q9HAT2; SIAE FP-Rh probe binding, fluorescence polarization; inhibition, % at 9.66 µM; 370,000 compounds, 0.69% hits; AID 1053197;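 active = inhibition above a cutoff: mean of compounds within the control limits plus 3 SD of those, cut at about 17% in these data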;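 note: 0% = plate median of compound wells and 100% = probe without SIAE protein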
# Target sequence (Q9HAT2 whole entry, looked up): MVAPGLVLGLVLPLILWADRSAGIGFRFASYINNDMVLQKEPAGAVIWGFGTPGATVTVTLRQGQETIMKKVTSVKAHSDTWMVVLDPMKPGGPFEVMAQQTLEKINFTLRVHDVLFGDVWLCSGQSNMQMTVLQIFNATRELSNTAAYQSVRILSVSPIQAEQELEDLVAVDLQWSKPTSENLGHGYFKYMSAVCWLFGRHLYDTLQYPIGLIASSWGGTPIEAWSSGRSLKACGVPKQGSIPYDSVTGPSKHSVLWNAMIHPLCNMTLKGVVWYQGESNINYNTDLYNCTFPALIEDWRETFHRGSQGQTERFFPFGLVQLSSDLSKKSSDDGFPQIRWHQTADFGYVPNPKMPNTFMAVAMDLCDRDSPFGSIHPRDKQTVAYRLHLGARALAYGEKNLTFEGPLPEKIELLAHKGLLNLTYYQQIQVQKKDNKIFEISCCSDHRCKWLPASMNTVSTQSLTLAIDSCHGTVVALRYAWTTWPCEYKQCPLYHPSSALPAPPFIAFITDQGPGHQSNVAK
# rCAG binder: molecules binding r(CAG) RNA repeats | r(CAG) RNA repeat, TO-PRO-1 dye displacement fluorescence | inhibition, % at 3 µM | 370,000 compounds, 1.3% hits;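 active = inhibition above the plate cutoff, the mean of all test compounds on that plate plus 3 SD, cut at about 35% in these data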;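 note: 0% = DMSO alone and 100% = 100 µM mitoxantrone as full dye displacement; higher means more dye released from RNA so lower well fluorescence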
# TDP2 inh: TDP2 (human) inhibition, absorbance primary screen; O95551; recombinant TDP2, T5PNP hydrolysis, p-nitrophenol absorbance 415 nm; inhibition, % at 12.8 µM; 370,000 compounds, 0.34% hits; AID 720702;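 active = inhibition above the mean of all tested compounds plus 3 SD, set per campaign, cut at about 25% in these data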;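 note: 0% = DMSO with enzyme and 100% = buffer with substrate but no TDP2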
#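 System – recombinant human TDP2 · Quantity – TDP2 enzyme at 120 nM final · Doses – single concentration, 12.8 µM nominal, with 1% DMSO · Incubation – 2 h at 37 °C · Measured by – epi absorbance of p-nitrophenol freed from T5PNP by hydrolysis · Read-out – % inhibition relative to enzyme-containing and enzyme-free wells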
# HTRA1 inh: HTRA1 (human) protease inhibition. 340,000 compounds, 0.5% hits. recombinant HTRA1, FP-rhodamine activity-based probe, fluorescence polarization. inhibition, % at 5.96 µM. Q92743; in the data active = inhibition above about 36%;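 note: 0% = enzyme with DMSO and 100% = wells lacking enzyme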
# TCR-CD3 inh: blocks the human TCR-CD3 interaction | TAMRA-labeled TCR probe fluorescence, biochemical | inhibition, % at 9.4 µM | 360,000 compounds, 0.37% hits | AID 651800; in the data active = inhibition above about 19%;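 note: recombinant mutant TCR 2C K166C tagged with TAMRA read by polarization; 0% = receptor in buffer alone and 100% = receptor with positive control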
# NPR2 activator: GC-B (human) receptor activation; AID 1920062; activation, % at 10 µM; 370,000 compounds, 0.11% hits; HEK293-GC-B cells, CNP EC30, cGMP TR-FRET; 0% at EC30 CNP, 100% saturating CNP;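 active = activation at 10 µM reaching about 35% in either raw or pattern-adjusted values, limit read from the data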
# PRMT1 inh: PRMT1 (human) inhibition, primary screen; recombinant PRMT1, activity-based probe fluorescence polarization; inhibition, % at 2.79 µM; 370,000 compounds, 1.3% hits; AID 652257;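 active = inhibition above about 21% made by adding two undisclosed values, limit read from the data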
# * marks the source's active call; other numbers are inactive results; · = not tested or not shown. This is a subset (hit frequency here may not be typical).
SMILES,MBD2 inh,LEDGF integ inh,mABHD4 FP,SIAE primary,rCAG binder,TDP2 inh,HTRA1 inh,TCR-CD3 inh,NPR2 activator,PRMT1 inh
O=C(CCCCCN1C(=O)CCC1=O)Nc1ccc2c(c1)OCO2,6,-4,-13,-3,9,-11,0,-7,2,6
CCOc1cc(NC(=O)C2CC2)c(OCC)cc1NC(=O)c1ccccc1OCC,-5,-1,6,3,1,-22,4,5,-1,-1
O=C(N=Nc1ccc(NOC(=O)c2ccccc2Br)cc1)c1ccccc1O,1,-5,11,14,10,5,·,7,4,3
Cc1cccc(NC(=O)CS(=O)CC(=O)Nc2cnc3ccccc3c2)c1C (centres undefined),-4,3,-4,-7,2,-4,1,5,-10,-7
CCOc1ccc(OCCC(=O)N(CCCOC)c2c(N)n(Cc3ccccc3)c(=O)[nH]c2=O)cc1,3,-3,4,-3,0,2,3,1,2,1
CCOC(=O)c1ccc(CSC(=N)N)o1,0,0,-2,3,-6,3,2,0,2,6
CC(C)C[C@H](NC(=O)c1nc[nH]c1C(=O)NC(c1ccccc1)c1ccccc1)C(=O)OC(C)(C)C,3,2,-26,-18,12,-1,-49,1,12,3
CSCCC(NS(=O)(=O)c1ccccc1F)C(=O)N1CC=C(c2ccccc2)CC1 (centres undefined),-2,6,-7,-2,1,-7,-10,0,-3,-1
CCOc1ccc(CCNC(=O)C2=C(C)C(=O)OC23CCCCC3)cc1OCC,6,-2,2,2,-5,9,-1,-4,0,5
CCc1noc(C)c1C(=O)N1CCN(S(=O)(=O)c2ccc(C(C)C)cc2)CC1,-4,-1,0,-4,-6,-6,0,3,1,0
C=CCn1c(SCc2cc(=O)n3ccsc3n2)nc2ccccc2c1=O,-2,-2,-3,-9,-1,0,3,-3,3,-1
COc1ccc(COC(=O)C2=C(C)NC(=O)NC2c2ccc(O)cc2)cc1 (centres undefined),-1,4,0,11,-3,3,2,1,16,-4
c1ccc2nc3c(nc2c1)[nH]c1ccccc13,-2,-2,5,-5,4,-5,-7,-6,-3,0
CCN(C(=O)CSc1nc2nc(C)cc(C)n2n1)c1cccc(C)c1,0,-1,-9,7,0,8,-1,2,1,4
COc1ccc(C2=Nc3ccccc3NC(=O)C2N(CCc2ccccc2)C(=O)c2cccs2)cc1 (centres undefined),-3,0,-2,0,5,11,·,-2,0,1
Cc1ccc(S(=O)(=O)NCCSc2nnnn2-c2cc(C)ccc2C)cc1,9,-2,-20,-13,2,-5,-39,1,-3,6
CN(Cc1ccc(C(F)(F)F)cc1)C(=O)c1ccc(Oc2ccccc2)cc1,5,0,-5,4,-4,-16,-40,1,-2,1
CCOCCOC(=O)C1=C(C)N(C)C(=O)NC1c1ccccc1Cl (centres undefined),-4,1,8,4,1,-6,2,1,8,2
COc1ccc(CNC(=O)C(c2ccncc2)N(C(=O)Cc2cccs2)c2ccccc2)cc1 (centres undefined),8,-6,-16,-1,2,-9,4,4,-14,3
Cn1c(SCC(=O)c2ccc(-c3ccccc3)cc2)nnc1-c1ccco1,4,-4,-8,-4,9,9,-32,2,-4,1
O=C(COc1cccc2ccccc12)Nc1cc(Cl)ccc1C(=O)O,2,3,-60,-29,75*,-5,-74,4,-2,-2
Cc1c(NS(=O)(=O)c2cccc(C(=O)Nc3cccc(F)c3)c2)c(=O)n(-c2ccccc2)n1C,0,5,-9,-9,4,3,0,1,-6,-2
Cc1ccc(NC(=S)N2CCC(C(=O)c3ccc(F)cc3)CC2)cc1C,2,-5,-1,3,-3,8,-3,4,-2,-2
CCOc1cccc(C(=O)NC2=NCCS2)c1,-4,2,-2,7,-3,11,-6,-2,-5,-4
COc1ccc(C2NC(=S)NC3=C2CCc2cc(OC)ccc23)cc1 (centres undefined),-4,-3,-1,5,6,-2,0,0,1,6

# Next part:
SMILES,MBD2 inh,LEDGF integ inh,mABHD4 FP,SIAE primary,rCAG binder,TDP2 inh,HTRA1 inh,TCR-CD3 inh,NPR2 activator,PRMT1 inh
O=C(NN=C1CCCC1)c1cccc(Br)c1,1,0,-8,-1,3,-15,-8,3,-5,-1
O=C(CCCCCn1c(=O)[nH]c2ccsc2c1=O)NCc1cccs1,0,2,-5,1,2,-5,-4,3,-3,0
Cc1[nH]c2ccccc2c1/C=C(\C#N)C(=O)NC(C)c1ccccc1 (centres undefined),-3,-2,-8,8,8,0,-37,4,-1,-2
Cn1nnnc1SCC(=O)Nc1ccccn1,-1,1,0,-4,1,2,1,-3,0,1
CC(=O)N1N=C(c2ccc(C)cc2)CC1c1ccc2c(c1)OCO2 (centres undefined),1,-1,-1,2,-5,9,-7,-5,0,-5
CSc1ccccc1OCc1cc(C(=O)N(C)C(C)c2ccccn2)no1 (centres undefined),-2,1,1,2,-1,-1,-2,-3,2,1
COc1cccc(/C=N/Nc2nc3ccccc3n3cnnc23)c1O,-5,-4,5,-2,14,-8,14,0,-2,-6
Nn1c(Cc2ccccc2F)n[nH]c1=S,-7,1,3,5,-2,0,8,4,-6,2
Cn1c(=O)c2c(nc(CN3CCN(Cc4ccccc4)CC3)n2Cc2ccc(Cl)cc2)n(C)c1=O,0,0,3,-1,3,-5,-15,12,2,-1
Cc1c(OCC(=O)N2CCC(C(N)=O)CC2)ccc2c1oc(=O)c1ccccc12,-5,-1,3,-5,1,9,4,-1,-9,3
Cc1ccccc1C(=O)Nc1ccnn1C1CCN(Cc2c(C)n(C)c3ccccc23)CC1,1,-6,0,-4,-7,-9,5,-4,-7,2
CC(C)N(C(=O)Cn1cc(S(=O)(=O)CC(=O)Nc2ccccc2)c2ccccc21)C(C)C,8,1,-14,0,-5,-11,-2,3,3,4
N#Cc1c2n(c3c(N)ncnc13)CCCCC2,-5,-1,1,-1,-1,-9,-7,-1,-1,2
CCCCCCCCCCOC(=O)Cn1c(COc2ccccc2OC)[n+](C)c2ccccc21,-1,-5,12,-3,7,-1,25,-4,-11,0
CC(C)(C)OC(=O)N1CCC(C(=O)Nc2cccc(C(=O)NCCc3ccccc3)c2)CC1,-8,-2,-1,-7,-1,3,-12,-2,4,0
CS(=O)(=O)Nc1ccc(N2CCCCC2)c(Cl)c1,-4,2,1,4,-2,0,-1,-1,1,-1
Cc1ccc(OCCSc2nc3ccccc3n2CC(=O)O)cc1,-7,-1,-6,3,11,-15,3,-6,-6,2
O=C(NC1CCCC1)c1noc2c1CCCCC2,4,0,6,1,-5,3,1,-7,·,0
CCn1cc(-c2cc(C(=O)O)on2)c(C)n1,5,-1,5,-2,-2,6,·,-5,-6,2
Cc1ccc2c(c1)C(=O)CC1(CCCC1)O2,-1,-3,3,3,1,-7,0,3,-3,0
Cn1cc(CNC(=O)C2CCC(=O)N(Cc3ccc(Cl)cc3)C2)cn1 (centres undefined),-3,2,1,4,-2,-5,3,7,-2,1
COc1ccccc1/C=N\NC(=O)c1cccc(S(=O)(=O)N(C)C)c1,2,4,-3,3,0,10,·,·,-7,3
COc1ccc([C@@H]2C[C@H]3[C@@H](CN2S(=O)(=O)c2ccccc2)C(=O)C[C@@H](c2ccc(C)cc2)N3S(=O)(=O)c2ccc(C)cc2)cc1,-4,-2,6,-3,7,-1,-19,2,2,4
O=C(Nc1cccc(C(=O)NC2CCCCC2)c1)c1ccccc1,4,-7,0,-8,2,-9,-11,-5,4,1
O=c1[nH]c(/C=C/c2cccc(Br)c2)nc2ccccc12,1,1,-1,-7,1,9,-1,5,-9,0

# Copied from the list.
# Cn1nnnc1SCC(=O)Nc1ccccn1 – rCAG binder: 1
# CC(=O)N1N=C(c2ccc(C)cc2)CC1c1ccc2c(c1)OCO2 (centres undefined) – NPR2 activator: 0
# CC(C)(C)OC(=O)N1CCC(C(=O)Nc2cccc(C(=O)NCCc3ccccc3)c2)CC1 – MBD2 inh: -8
# COc1ccccc1/C=N\NC(=O)c1cccc(S(=O)(=O)N(C)C)c1 – NPR2 activator: -7

# (list continues)
SMILES,MBD2 inh,LEDGF integ inh,mABHD4 FP,SIAE primary,rCAG binder,TDP2 inh,HTRA1 inh,TCR-CD3 inh,NPR2 activator,PRMT1 inh
O=C(Nc1ccc(-c2nnc(-c3ccco3)o2)cc1)C(c1ccccc1)c1ccccc1,7,-2,-5,4,7,5,-8,-3,-3,3
CC(C)(C)C(O)C(Cc1ccccc1Cl)n1cncn1 (centres undefined),-1,1,-7,-8,-3,-2,4,-4,0,-1
Cc1ccccc1OCC(=O)O/N=C(\N)Cc1ccc(Cl)cc1,-5,2,-3,4,1,1,-12,3,1,-5
N#Cc1ccc(CSc2nnc(-c3cccnc3)n2-c2ccccc2)cc1,-2,6,-8,6,-7,-5,-2,4,-9,-4
COc1cc(NC(=O)c2ccc(F)cc2)c(OC)cc1NC(=O)CN1CCCCC1,3,-3,1,6,-5,-7,1,1,5,4
CC(=O)Oc1ccc(OC(C)=O)c(SCCCCCCl)c1,-7,0,10,16,-9,-2,11,6,3,3
C/C(=N\NC(=O)c1c(Br)c(C)nn1C)c1ccc(NC(=O)c2ccoc2C)cc1,-7,-6,-11,-1,-2,0,4,6,3,0
COc1cc(CCC(=O)OCC(=O)Nc2cc(S(=O)(=O)N3CCOCC3)ccc2Cl)cc(OC)c1OC,1,3,2,-3,1,9,-3,4,3,-1
O=C(CCC(=O)Nc1ccc(F)cc1)N/N=C/c1c[nH]c2ccccc12,-8,5,2,11,6,-1,1,3,1,-2
COc1ccc(OCc2cc(C(=O)N(C)Cc3cc(C4CC4)n[nH]3)no2)c(Cl)c1,-1,-1,-6,5,2,12,-10,4,-3,2
COC(=O)c1sc(NC(=O)C(C)C)c(C(=O)OC)c1C,0,-1,2,1,-2,-1,-1,-11,0,0
CCOc1ccccc1N(CC(=O)NC1CCCC1)C(=O)CCC(=O)Nc1cc(C)on1,-2,0,-6,-4,-1,-1,-4,-7,-11,2
COCCN(Cc1cc2cc(C)c(C)cc2nc1Cl)C(=O)Nc1ccccc1,-4,3,7,6,3,-10,-3,3,·,-3
O=C(Oc1ccccc1)N(c1ccccc1)c1ccccc1,3,3,-12,1,8,-29,·,-6,-10,0
CCN(CC)C(=O)c1ccc2c(c1)nnn2C,5,0,8,-2,0,4,1,-1,2,5
Cc1cccc(Oc2cc(NC(=O)c3ccccc3)cc([N+](=O)[O-])c2)c1,0,-2,-79,-125,8,-7,-67,-1,8,0
COc1ccccc1NC(=O)c1sc2ncn(CC(=O)N3CCC(C)CC3)c(=O)c2c1C,5,-2,4,-5,3,1,-5,-3,5,2
Cc1ccnc(NC(c2ccccc2O)c2oc(CO)cc(=O)c2O)c1 (centres undefined),1,-2,4,7,13,1,17,2,-2,3
O=C(Nc1ccc([N+](=O)[O-])cc1)c1cccc(S(=O)(=O)Nc2ccccn2)c1,3,3,-2,7,0,11,-2,6,-1,-4
COC(=O)c1ccc(CNS(=O)(=O)c2ccc3ccccc3c2)cc1,3,0,2,-5,7,-2,-5,5,0,-3

# 2 compounds from above, limited to TDP2 inh, PRMT1 inh and LEDGF integ inh:
Structure	TDP2 inh	PRMT1 inh	LEDGF integ inh
O=C(Nc1ccc([N+](=O)[O-])cc1)c1cccc(S(=O)(=O)Nc2ccccn2)c1	11	-4	3
COC(=O)c1ccc(CNS(=O)(=O)c2ccc3ccccc3c2)cc1	-2	-3	0
